Bioassay records deposited in PubChem BioAssay by NCI.
rad50: NCI yeast anticancer drug screen, S. cerevisiae rad50 strain; 79,000 tested, 10% active; growth inhibition, % at 50 µM;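 also: 0% = growth of vehicle-only cultures of the same strain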
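Relative growth inhibition (compound vs vehicle) was measured in yeast with a defined repair-gene alteration.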
yeast cln2 rad14: NCI yeast anticancer drug screen, S. cerevisiae cln2 rad14 strain; growth inhibition, % at 50 µM; 78,000 tested, 8.3% active; AID 165;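 also: 0% = growth of vehicle-only cultures of the same strain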
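Growth of compound-exposed yeast (cln2 rad14 genotype) measured and expressed as inhibition relative to vehicle.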
yeast mec2-1: NCI yeast anticancer drug screen, S. cerevisiae mec2-1 strain; growth inhibition, % at 50 µM; 79,000 tested, 9% active;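 also: 0% = growth of vehicle-only cultures of the same strain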
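Growth inhibition is read against vehicle-treated controls after compound exposure of the mec2-1 yeast strain, which is defective in DNA damage repair or cell cycle control.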
mlh1 rad18: NCI yeast anticancer drug screen, S. cerevisiae mlh1 rad18 strain | growth inhibition, % at 50 µM | 79,000 tested, 11% active;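 also: 0% = growth of vehicle-only cultures of the same strain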
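Inhibition values reflect reduced growth of mutant yeast versus vehicle-treated controls following compound exposure; the mutations affect DNA damage repair.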
sgs1 mgt1: NCI yeast anticancer drug screen, S. cerevisiae sgs1 mgt1 strain; 78,000 tested, 10% active; growth inhibition, % at 50 µM; AID 161;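 also: 0% = growth of vehicle-only cultures of the same strain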
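Read-out: growth inhibition vs vehicle controls. Cells: mutant yeast strain deficient in DNA damage repair.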
bub3: NCI yeast anticancer drug screen, S. cerevisiae bub3 mutant strain; AID 167; 78,000 tested, 9.9% active; growth inhibition, % at 50 µM;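 also: 0% = growth of vehicle-only cultures of the same strain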
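Mutant yeast screening strain plus compound; vehicle-treated cultures serve as the 0% inhibition reference.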
Numbers without * were called inactive; . = no result given. Rule as the data show it: active = growth inhibition above about 70%; inactive = the rest.

#1 COC1OC2COC(c3ccccc3)OC2C(OC)C1OC(=O)c1ccccc1 (centres undefined)
#2 COC(=O)c1ccc(Cl)c(Cl)c1Cl
#3 O=C(CCc1ccccc1Cl)CC(=O)CC(O)(c1ccccc1)c1ccccc1
#4 CNC(=O)Sc1ccc(C)c([N+](C)(C)C)c1
#5 C=C1CCCCC1C(C(=O)O)(c1ccccc1)c1ccccc1 (centres undefined)
#6 N#C/C(=C\c1cccc(Br)c1)C(=O)c1ccccc1

Screen / compound no.	1	2	3	4	5	6
rad50	-3	-4	68	10	99*	-4
yeast cln2 rad14	-38	-12	42	-10	99*	17
yeast mec2-1	1	-7	57	6	99*	8
mlh1 rad18	8	-26	62	18	99*	35
sgs1 mgt1	-14	-20	70*	9	99*	16
bub3	-2	6	39	18	98*	18

#7 Cc1c(CCO)c(=O)oc2cc(OCC(O)CNC(C)C)ccc12 (centres undefined)
#8 CCOC(=O)C(=CNC(=S)c1ccncc1)C(=O)OCC
#9 Cc1ccc2c(CCCC(=O)O)c(C)c(=O)oc2c1
#10 COc1cc2oc(-c3ccc(O)cc3O)c(CC=C(C)C)c(=O)c2c(O)c1/C=C/C(C)C
#11 CCCC[N+](CCCC)(CCCC)CCOC(N)=O
#12 CC[N+]1=C(C)OCC1(COC(C)=O)COC(C)=O

Screen / compound no.	7	8	9	10	11	12
rad50	-6	-42	-14	90*	-69	2
yeast cln2 rad14	9	19	-13	89*	-31	-16
yeast mec2-1	-11	-65	-5	91*	-16	16
mlh1 rad18	-1	-36	6	90*	-15	26
sgs1 mgt1	-2	-26	5	91*	-34	14
bub3	1	-7	-10	89*	-2	-2

#13 CCCOC(=O)Nc1cccc(C)c1
#14 c1ccc2c(c1)[nH]c1ccccc12
#15 CC1(C)OC2OC(CNC(=O)c3ccccc3)C(O)C2O1 (centres undefined)
#16 Oc1ccccc1/C=N/n1cnnc1
#17 COP(=O)(OC)/C(=C/c1cn(C(C)=O)c2ccccc12)NC(C)=O
#18 CCC(=O)C1C(=O)CC(=O)C(C)C1c1ccccc1OC (centres undefined)

Screen / compound no.	13	14	15	16	17	18
rad50	18	-31	-9	9	-21	-15
yeast cln2 rad14	0	-3	-3	-5	13	38
yeast mec2-1	-6	-16	-4	12	-50	-7
mlh1 rad18	9	7	-19	-19	-8	10
sgs1 mgt1	-16	2	3	-4	-13	4
bub3	3	-6	-10	-10	15	28

#19 COc1ccc2c(c1)[n+](=O)c(C(=O)CC(=O)C(=O)Nc1cccc(C)c1C)c(C)n2[O-]
#20 O=C1OCC2C(=O)N3Cc4cc5ccccc5nc4C3CC12 (centres undefined)
#21 COc1ccc(OC(=O)Nc2ccc(Cl)c(Cl)c2)cc1
#22 COC12C(COC(N)=O)C3=C(C(=O)C(C)=C(N)C3=O)N1CC1C2N1C(=O)/C=C/c1ccccc1 (centres undefined)
#23 C1CSCC2(COC2)CSCCSCC2(COC2)CS1
#24 CC1=CC(O)(Cc2ccccc2)CC(C)(C)C1 (centres undefined)

Screen / compound no.	19	20	21	22	23	24
rad50	2	12	6	74*	-23	2
yeast cln2 rad14	9	9	-8	76*	-3	-1
yeast mec2-1	13	10	5	71*	-13	-36
mlh1 rad18	15	10	20	87*	-19	-29
sgs1 mgt1	-10	-2	21	86*	-19	-18
bub3	5	-16	3	72*	-7	-28

#25 C=C[C+](CCCC)C(=O)[O-]
#26 O=Cc1cc2c(Cl)nccc2o1
#27 O=c1nc(NCC2CCCO2)ccn1C1OC(CO)C(O)C1O (centres undefined)
#28 CCCSc1nc2ccc(NC(=O)/C=C/C(=O)O)cc2s1
#29 O=C1OC(CO)C(O)C1O (centres undefined)
#30 CCc1nc(N)nc(N)c1-c1ccc(Cl)cc1

Screen / compound no.	25	26	27	28	29	30
rad50	-20	-29	11	28	1	-10
yeast cln2 rad14	-20	-49	7	19	-56	-43
yeast mec2-1	-24	-14	5	5	7	3
mlh1 rad18	-35	8	6	31	10	-21
sgs1 mgt1	-11	-4	12	28	28	-4
bub3	-13	-1	7	9	7	-14

#31 COC(=O)C1(C)CCCC2(C)C1CCC13OCC(CC21)C1(C(C)C)OC31 (centres undefined)
#32 O=Cc1[nH]c(=S)[nH]c(=O)c1Cc1cccc(Cl)c1
#33 Nc1nc(-c2ccncc2)cc(-c2cc(-c3ccncc3)nc(N)n2)n1
#34 CN(C)CC1CCc2ccc3ccccc3c2C1=O (centres undefined)
#35 Cc1nc(Cl)c(C(N)=O)c(C)c1Cl
#36 CCOC(=O)Oc1ccc(C(CNC(C)C)OC(=O)OCC)cc1OC(=O)OCC (centres undefined)

Screen / compound no.	31	32	33	34	35	36
rad50	11	64	-8	26	-6	38
yeast cln2 rad14	8	56	-22	8	2	10
yeast mec2-1	-22	35	0	32	-22	3
mlh1 rad18	8	83*	10	15	-29	33
sgs1 mgt1	32	83*	-9	56	1	26
bub3	26	77*	-12	49	-4	4

#37 CN(C)C(=O)C1CCNCC1
#38 COC(OC)C1C2C3C=CC(C4C(=O)OC(=O)C34)C12 (centres undefined)
#39 CCOP(C)(=O)/C(Cc1ccc(OC)c(OC)c1)=N\O (centres undefined)
#40 CCN(CC)c1ccc(N=C2C=C(C(=O)Nc3ccccc3)C(=O)c3ccccc32)cc1
#41 O=C1CSC(c2cccc([N+](=O)[O-])c2)N1c1ccc(-n2c(-c3ccccc3)nc3ccccc3c2=O)cc1 (centres undefined)
#42 CC(C)=C/C(C)=N\NS(=O)(=O)c1ccc([N+](=O)[O-])cc1

Screen / compound no.	37	38	39	40	41	42
rad50	2	77*	-21	-11	-11	3
yeast cln2 rad14	-10	98*	10	6	-7	-18
yeast mec2-1	-2	98*	-23	-40	-17	-20
mlh1 rad18	3	99*	-17	-21	7	-18
sgs1 mgt1	-4	29	-15	-14	12	3
bub3	-11	97*	23	-4	34	6

#43 [O-][n+]1c2ccccc2nc2cc(Cl)ccc21
#44 COC(=O)CC1CC2(C(=O)OC)c3[nH]c4ccccc4c3CCN2C1=O (centres undefined)
#45 CCOC(=O)/C=C/CCC(C)(C)COC(C)=O
#46 CCOC(=O)C(=Cc1c[nH]c2ccc(Br)cc12)C(=O)OCC
#47 O=S(=O)(c1ccccc1)N1N=C2c3ccccc3CCC[C@H]2C1c1ccccc1 (some centres undefined)
#48 Cc1ccc(N2C(=O)CC(Sc3ccccc3N)C2=O)cc1 (centres undefined)

Screen / compound no.	43	44	45	46	47	48
rad50	92*	-11	-10	-18	51	-9
yeast cln2 rad14	26	-2	-50	.	-50	.
yeast mec2-1	22	-7	-1	-23	-16	-17
mlh1 rad18	85*	-15	-32	-5	5	-9
sgs1 mgt1	68	-2	-37	.	-13	.
bub3	48	-5	0	.	5	.

#49 CC/C(=N/Nc1cn[nH]c(=O)c1Cl)c1ccccc1
#50 CN(C)c1nc(Oc2nc(N(C)C)nc(N(C)C)n2)nc(N(C)C)n1
#51 O=C(OC1CCCCC1)c1cc(NC(=S)c2ccccc2F)ccc1Cl
#52 COC1/C=C/OC2(C)Oc3c(C)c(O)c4c(O)c(c(C=NNC(=O)c5ccc(N)cc5)c(O)c4c3C2=O)NC(=O)/C(C)=C/C=C/C(C)C(O)C(C)C(O)C(C)C(OC(C)=O)C1C (centres undefined)
#53 CCOC(=O)CN(c1scc(-c2ccccc2)c1C(=O)OCC)S(=O)(=O)c1ccc(C)cc1
#54 CC(=O)C1(C(=O)C(=[N+]=[N-])S(=O)(=O)c2ccccc2)CC1

Screen / compound no.	49	50	51	52	53	54
rad50	5	-22	11	-4	-16	-2
yeast cln2 rad14	-36	-8	10	-18	-58	18
yeast mec2-1	-1	-27	13	14	-29	-8
mlh1 rad18	-2	-32	12	29	1	-19
sgs1 mgt1	0	-31	14	-3	0	-10
bub3	19	-21	0	-5	-3	-4

#55 CC(O)/C=C/C(CCC(C)CO)C(C)C (centres undefined)
#56 CC(=N\N=C(c1ccccc1)c1ccccc1)/C(C)=N/N=C(c1ccccc1)c1ccccc1
#57 c1csc(-c2sc(-c3ccsc3)cc2Cc2ccsc2)c1
#58 c1ccc(Nc2nnc(Nc3ccccc3)s2)cc1
#59 Cc1ccc([N+](=O)[O-])c(OC(=O)Nc2ccc(Cl)c(Cl)c2)c1
#60 CCOC(=O)c1c(C(=O)OC)nc2n1-c1ccccc1OC2

Screen / compound no.	55	56	57	58	59	60
rad50	-17	-22	-23	-6	4	-16
yeast cln2 rad14	-10	-9	-14	-21	-8	-18
yeast mec2-1	-28	-8	-20	22	-2	-36
mlh1 rad18	-16	-18	-23	-21	16	-1
sgs1 mgt1	-26	-14	-33	53	8	-14
bub3	-26	-1	-27	4	27	-17

#61 COc1ccc(N(N=Nc2ccccc2)C(C)=O)cc1
#62 O=C1/C(=C/c2ccccc2)CN(C(=O)CCN2CCCC2)C/C1=C\c1ccccc1
#63 O=[N+]([O-])c1c(C=Nc2ccccc2)oc(-c2ccc3c(c2)OCO3)c1-c1ccc2c(c1)OCO2
#64 COc1ccccc1NCC(=O)Nn1c(C)nc2ccc(S(=O)(=O)Nc3ccccc3OC)cc2c1=O
#65 Clc1ccccc1C=Nc1ccccc1
#66 COc1cc(OC)c(C(=O)CCl)c(OC(C)=O)c1Cl
#67 Cc1ccc2[nH]c3c(c2c1)CCC/C3=N/N=C(N)N

Screen / compound no.	61	62	63	64	65	66	67
rad50	-2	92*	-6	3	31	-5	63
yeast cln2 rad14	-5	90*	-36	16	21	-22	91*
yeast mec2-1	2	91*	0	-19	12	8	83*
mlh1 rad18	12	90*	-14	0	34	-18	91*
sgs1 mgt1	31	91*	22	21	31	-9	91*
bub3	-17	92*	9	2	25	-4	89*

An excerpt from above in order of number of heavy atoms, low to high:
#55 CC(O)/C=C/C(CCC(C)CO)C(C)C (centres undefined)
#67 Cc1ccc2[nH]c3c(c2c1)CCC/C3=N/N=C(N)N
#61 COc1ccc(N(N=Nc2ccccc2)C(C)=O)cc1
#57 c1csc(-c2sc(-c3ccsc3)cc2Cc2ccsc2)c1
#59 Cc1ccc([N+](=O)[O-])c(OC(=O)Nc2ccc(Cl)c(Cl)c2)c1
#50 CN(C)c1nc(Oc2nc(N(C)C)nc(N(C)C)n2)nc(N(C)C)n1
#51 O=C(OC1CCCCC1)c1cc(NC(=S)c2ccccc2F)ccc1Cl
#47 O=S(=O)(c1ccccc1)N1N=C2c3ccccc3CCC[C@H]2C1c1ccccc1 (some centres undefined)

Screen / compound no.	55	67	61	57	59	50	51	47
rad50	-17	63	-2	-23	4	-22	11	51
yeast cln2 rad14	-10	91*	-5	-14	-8	-8	10	-50
yeast mec2-1	-28	83*	2	-20	-2	-27	13	-16
mlh1 rad18	-16	91*	12	-23	16	-32	12	5
sgs1 mgt1	-26	91*	31	-33	8	-31	14	-13
bub3	-26	89*	-17	-27	27	-21	0	5

#62 O=C1/C(=C/c2ccccc2)CN(C(=O)CCN2CCCC2)C/C1=C\c1ccccc1
#53 CCOC(=O)CN(c1scc(-c2ccccc2)c1C(=O)OCC)S(=O)(=O)c1ccc(C)cc1
#63 O=[N+]([O-])c1c(C=Nc2ccccc2)oc(-c2ccc3c(c2)OCO3)c1-c1ccc2c(c1)OCO2
#64 COc1ccccc1NCC(=O)Nn1c(C)nc2ccc(S(=O)(=O)Nc3ccccc3OC)cc2c1=O
#52 COC1/C=C/OC2(C)Oc3c(C)c(O)c4c(O)c(c(C=NNC(=O)c5ccc(N)cc5)c(O)c4c3C2=O)NC(=O)/C(C)=C/C=C/C(C)C(O)C(C)C(O)C(C)C(OC(C)=O)C1C (centres undefined)

Screen / compound no.	62	53	63	64	52
rad50	92*	-16	-6	3	-4
yeast cln2 rad14	90*	-58	-36	16	-18
yeast mec2-1	91*	-29	0	-19	14
mlh1 rad18	90*	1	-14	0	29
sgs1 mgt1	91*	0	22	21	-3
bub3	92*	-3	9	2	-5
